KAT2A inh: inhibitors of human GCN5L2 histone acetyltransferase; GCN5L2 HAT assay, ThioGlo1 CoA-SH fluorescence; Potency, µM (series often up to 58.9 µM), inactives show at the highest dose activity change, negative = inhibition, actives largely listed as inhibitors; 390,000 compounds, 0.21% hits
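Preincubate 20nM GCN5L2 with compound 15 min, RT → add 50uM ThioGlo1 + 75uM H3(1-25) + 70uM acetyl-CoA → read fluorescence 0 and 20 min. Primary qHTS; fluorescent artifacts likely.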
N370S GC mod: inhibits or activates N370S mutant glucocerebrosidase; P04062; N370S GC spleen homogenate, 4MU-glucoside fluorescence; Potency, µM (doses to about 59.4 µM), without a hit: at the top dose activity change, negative = inhibition, usual class: inhibitors; 330,000 compounds, 0.092% hits; AID 2101;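 also: 0% = full enzyme activity and -100% = no enzyme basal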
FEN1 inh: human FEN1 inhibition; P39748; Recombinant FEN1 flap cleavage, fluorescence, 15 min; Potency, µM (doses to about 114 µM), for inactives: top-dose activity change, negative = inhibition, actives largely listed as inhibitors; 390,000 compounds, 0.35% hits; also: nearly all actives have a fitted effect of over 65% in size
Target sequence (P39748 whole entry, looked up): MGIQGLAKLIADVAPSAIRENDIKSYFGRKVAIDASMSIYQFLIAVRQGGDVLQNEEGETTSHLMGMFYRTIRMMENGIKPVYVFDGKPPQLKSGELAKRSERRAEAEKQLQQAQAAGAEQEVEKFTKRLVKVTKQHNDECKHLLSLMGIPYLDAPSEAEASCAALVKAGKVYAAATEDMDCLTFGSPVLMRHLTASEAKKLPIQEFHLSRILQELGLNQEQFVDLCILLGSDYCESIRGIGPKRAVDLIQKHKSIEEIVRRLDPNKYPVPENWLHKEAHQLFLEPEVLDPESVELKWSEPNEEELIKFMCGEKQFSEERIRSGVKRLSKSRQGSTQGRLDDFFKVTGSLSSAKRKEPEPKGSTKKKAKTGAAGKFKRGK
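Reaction started by adding substrate (50 nM final) to 10 nM enzyme after 15 min room-temperature compound preincubation. Reads at 0 and 15 min, with data normalized and fitted to a four-parameter Hill equation.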
* hit, by the source's call; ? = inconclusive; . = no result given; & = joins results of further samples; [ ] = dose if it differs, or a comment. Calls follow the shape of the dose curve; as a rule, active = well fitted curve in the direction sought with a large enough effect; inconclusive = small, poorly fitted or top-dose-only effect, or another doubt; inactive = no such curve, though single readings can be large; an effect the other way counts as inactive or inconclusive. Unless noted, % is scaled to controls: 0 for no effect and ±100 for the full control effect; potency is read from the fitted curve at half-maximal effect. Some of the compounds tested; the hit share may differ from the screen's.

smiles | KAT2A inh | N370S GC mod | FEN1 inh
C1CCC2(CC1)C1=C(CCCC1)Nc1nnnn12 | -1.4% | 5.7% | 2.2%
CC(=NCCCN(C)C)C1=C(O)c2ccccc2C1=O | -6.9% | -4.4% | 0.5%
Cc1cc2nc(-c3cccnc3SCC(=O)NC3CC3)[nH]c2cc1C | -1.4% | -5.8% | .
COc1ccc(-c2nnc3sc(-c4ccccc4OC)nn23)cc1 | 0.0% | 8.7% | -1.6%
Cc1nc(NC(N)=S)sc1C(=O)Nc1ccccc1 | 13.6% | -18.7% | 5.2%
O=C(N/N=C\c1cccc([N+](=O)[O-])c1O)C1COc2ccccc2O1 (stereo not given) | 37.2%[activator] | -1.1% | -11.3%
CNc1nc(-c2ccc(OC)cc2)c(-c2ccc(OC)cc2)s1 | -22.5% | -2.8% | -9.4%
CCOC(=O)c1ccc(NC(=O)NCc2ccn(CC)n2)cc1 | -3.0% | 3.9% | -5.9%
CC1CCN(c2ccccc2NC(=O)c2ccc(F)cc2)CC1 | -10.6% | 10.2% | -20.8%
Fc1ccc(-c2nc3ccccc3c3nc4ccccc4n23)cc1 | -6.0% | 9.3% | 4.6%
CCCCn1c(SCC(=O)Nc2nnc(C)s2)nnc1-c1ccncc1 | -2.7% | 27.8% | -5.2%
CC1CC(=O)c2cn3c(nc2C1)nc1ccccc13 (stereo not given) | -7.1% | -1.7% | -8.2%
CCN(CC)S(=O)(=O)c1ccc(C(C)NC(=O)Cc2c[nH]c3ccccc23)cc1 (stereo not given) | -3.7% | -5.8% | -1.7%
CCCCC(=O)N1CCc2cc(OC)c(OC)cc2C1COc1ccc(C(=O)OCC)cc1 (stereo not given) | -7.7% | . | 1.2%
Cc1cc(=O)n2c(n1)NC(=NCc1ccccc1)NC2c1ccccc1 (stereo not given) | 0.1% | -3.2% | -12.7%
CCCn1c(=O)[nH]c2nc(-c3ccc(S(=O)(=O)O)cc3)[nH]c2c1=O | ? | ? | .
Cc1cccc(NCC(=O)c2c(N)n(C)c(=O)n(C)c2=O)c1C | -1.6% | 8.2% | -6.2%
COc1ccc(CN(C(=O)c2ccc(C)cc2)c2cccc(N)c2)cc1 | 3.1% | -7.3% | -17.7%
CCCC(=O)Nc1nnc(SCC(=O)Nc2nc(C)cs2)s1 | 1.3% | -4.4% | 7.3%
COc1ccc(S(N)(=O)=O)cc1C(=O)N1CCCC1 | -5.6% | ? | 4.3%
O=C(c1ccc(Cl)cc1Cl)N1CCc2ccccc21 | 1.1% | -14.5% | -12.7%
Cc1ccc(C)c(NC(=S)N2CCC(NC(=O)c3ccc(F)cc3)CC2)c1 | -1.5% | -1.7% | 5.1%
COc1ccc(Cl)cc1NC(=O)CSc1nnc(CNC(=O)c2cccs2)o1 | -32.8% | 7.9% | -6.6%
CC(C)Cc1ccc(CN2CCCC(NC(=O)CCN3CCCO3)C2)cc1 (stereo not given) | -0.2% | 6.3% | -8.5%
Cc1ccc(NC(=O)N2Cc3ccccc3CC2C(=O)NC(C)(C)C)cc1 (stereo not given) | 2.8% | 0.9% | 6.9%

A draw from above in order of heavy-atom count, falling.
smiles | KAT2A inh | N370S GC mod | FEN1 inh
Cc1cc2nc(-c3cccnc3SCC(=O)NC3CC3)[nH]c2cc1C | -1.4% | -5.8% | .
Cc1cccc(NCC(=O)c2c(N)n(C)c(=O)n(C)c2=O)c1C | -1.6% | 8.2% | -6.2%
CC1CC(=O)c2cn3c(nc2C1)nc1ccccc13 (stereo not given) | -7.1% | -1.7% | -8.2%

The results go on:
smiles | KAT2A inh | N370S GC mod | FEN1 inh
Cc1ccc(-c2noc(CSc3nnc(-c4ccccc4)n3C)n2)cc1 | -21.3% | 18.9% | -6.9%
COC(=O)c1c(NC(=O)CN2CCN(c3ccccc3OC)CC2)c2cc(C)ccc2n1C | 2.1% | 3.2% | -8.4%
O=S(=O)(CC(O)COc1ccccc1Cl)c1ccccc1 (stereo not given) | -1.6% | 4.0% | -2.2%
C[C@@H](CC#N)CN1CC[C@H](C(C)(C)C)CCC1=O | -3.9% | -3.7% | -7.4%&-3.7%
CCn1c(SCC(=O)N(C)CC(=O)Nc2cccc(OC)c2)nnc1-c1ccco1 | 0.4% | -1.0% | 4.0%
Cn1c(=O)c(=O)n(C)c2cc(S(=O)(=O)N3CCN(c4ccccc4F)CC3)ccc21 | 0.0%&-5.4% | ? | -7.7%&9.0%
CN(C)C(=O)c1ccc(-c2nc(NCc3cccnc3)c3ccccc3n2)cc1 | -4.5% | -8.9% | .
O=C(CSc1ccccc1)Nc1ccc(S(=O)(=O)NCC2CCCO2)cc1 (stereo not given) | 1.6% | 4.9% | 1.7%
O=C(Nc1nncs1)c1cccc(S(=O)(=O)N2CCOCC2)c1 | -5.4% | 0.1% | -10.1%
CN1CCN(C2=CC3=CC(=C(C#N)C#N)CCC3CC2)CC1 (stereo not given) | -3.5% | -2.5% | -7.9%
O=C(O)CCSc1nnc(COc2ccc(Cl)cc2)n1-c1ccccc1 | -10.9% | -4.9% | 29.1%
CCN(CCCNC(=O)c1cc2c(=O)n(CC)c3ccccc3c2s1)Cc1ccccc1 | 0.1% | . | ?
O=C(c1ccc(Cl)cc1)N1CCC(c2nc(-c3cccs3)no2)CC1 | -5.8% | 16.6% | -5.2%
Nc1ccc(C(=O)N/N=C\c2cc(N=Nc3cccc4ccccc34)ccc2O)cc1 | -12.8% | . | 0.1%
O=C(CSc1nnc(-c2ccccc2Cl)o1)N1CCCCC1 | -11.0% | -4.2% | -5.7%
Cc1ccc(O)c(NC(=O)COCc2cc(-c3ccco3)on2)c1 | 0.3% | . | -5.0%
COC(=O)C1=C(C)N(c2ccc(Cl)cc2)/C(=C/c2ccc(O)cc2)C1=O | 0.7% | 14.2% | -7.0%
O=C(O)c1ccc(-n2nnnc2Oc2cccc3cccnc23)cc1 | 1.4% | 5.3% | -14.6%
CCOP(=O)(OCC)C(Nc1cccc([N+](=O)[O-])c1)c1ccc(N(C)C)cc1 (stereo not given) | 1.5% | -7.6% | 0.7%
Cc1nc(N)sc1C(=O)N/N=C/c1cccnc1 | -9.7% | 0.5% | -24.3%
COc1ccccc1CNC(=O)c1c(-c2ccccc2Cl)noc1C | -0.9% | 4.1% | 14.8%
O=c1cc(-c2ccccc2)c2ccc3c(c2o1)CN(Cc1ccccc1)CO3 | -8.9% | . | 2.6%
CCCc1c(OCCCCc2nn[nH]n2)ccc(C(C)=O)c1O | 2.2%&2.3% | 3.0%&0.6%&-10.1%&-7.5%&0.9%&3.7% | -3.3%
CCCN1CCN(C(=O)c2oc3ccccc3c2NC(=O)C2CC2)CC1 | -6.7% | -2.4% | 8.3%
Cc1cc(C)c(C#N)c(SCc2[nH]nc3c2C(c2ccccc2)C(C#N)=C(N)O3)n1 (stereo not given) | . | 11.5% | 3.7%
COc1cccc(COC(=O)C2CCN(C(=O)c3ccccc3C)CC2)c1OC | -1.6% | -19.7% | -2.9%
Cc1cccc(OCCCC(=O)Nc2ccccc2C(F)(F)F)c1 | 16.7% | -7.5% | 3.2%
COc1ccc(CCN(Cc2nc3ccccc3c(=O)[nH]2)C(=O)c2ccco2)cc1OC | 1.6% | 17.6% | -1.4%
CC1CCCCN1Cc1ccc(N(C)C)cc1 (stereo not given) | -1.3% | -16.2% | -15.3%
COc1ccc(OCC(O)CN2C(=O)c3ccccc3C2=O)cc1 (stereo not given) | -10.6% | -9.4% | -3.3%
CSc1cccc(NC(=S)NN(C)C)c1 | -6.0% | -4.0% | 8.7%
O=C(COC(=O)C1CC2C=CC1C2)Nc1c(Br)cc([N+](=O)[O-])cc1Br (stereo not given) | -1.1% | . | -8.2%
CC[C@@H](C)[C@H](NC(=O)Cc1c(C)c2c(cc(C)c3c(C)c(C)oc32)oc1=O)C(=O)O | -29.0% | 6.9% | -18.4%
CCOc1ccccc1CNC(=O)Cn1ccc2cc(S(=O)(=O)N3CCCC3)ccc21 | -16.0% | 19.0% | -4.8%
COc1ccc(N2CCN(Cc3csc(C)c3-c3ccc(C)cc3)CC2)cc1 | 2.7% | -8.0% | -3.4%
CCN(CC)C(=O)COc1coc(CN2CCN(c3cccc(Cl)c3)CC2)cc1=O | -26.0% | 3.0% | -7.8%
O=S(=O)(Nc1cccc2ccccc12)N1CCCC1 | -0.7% | 22.9% | 2.3%
Cc1cc(C(=O)NCc2cc(C(=O)O)oc2C)c(C)o1 | -0.8% | -1.9% | -4.8%
COc1ccc(N2CCN(C(=O)C3CCCN(C(=O)c4cc5sccc5n4C)C3)CC2)cc1 (stereo not given) | -4.2% | . | 10.1%
COc1ccc(CCNC(=O)CCSCc2ccccc2Cl)cc1OC | 5.9% | . | -5.9%
CCOc1ccc(-c2nonc2NC(=O)c2oc3cc(C)c(C)cc3c2C)cc1OCC | -11.6% | . | -6.2%
O=C(Cc1ccccc1)NCC(=O)OCC(=O)c1ccccc1Cl | -4.7% | -6.9% | 6.2%
Cc1cc(NC(=O)CCS(=O)(=O)c2cc3c4c(c2)CCN4C(=O)CC3)ccc1Br | 1.5% | . | 8.6%
Cc1cc(C(=O)NNC(=O)Cc2ccc(Cl)c(Cl)c2)c(C)o1 | 2.5% | -4.2% | 2.4%
O=S(=O)(Nc1ccc(Br)cn1)c1ccc2ccccc2c1 | -4.3% | 4.1% | -0.6%
O=C(CSc1oc(-c2ccco2)nc1S(=O)(=O)c1ccccc1)c1ccc(Cl)cc1 | -17.5% | . | -13.1%
Cc1noc(N)c1C(=O)Nc1ccc(F)c(Cl)c1 | -5.0% | 17.5% | -7.9%
CC(C)N(Cc1ccccc1)CC(O)COc1ccc(S(=O)(=O)N2CCOCC2)cc1Cl (stereo not given) | -4.6% | -12.1% | -22.1%
CC(C)NC(=O)COc1ccccc1C#N | -0.5% | 3.0% | -5.0%
CC12CCC(=O)N1C(C(=O)N1CCN(S(=O)(=O)c3cccc(C(F)(F)F)c3)CC1)CS2 (stereo not given) | -0.9% | -1.5% | -3.7%

20 entries from above, set out differently:
Values run as follows: KAT2A inh	N370S GC mod	FEN1 inh
CSc1cccc(NC(=S)NN(C)C)c1
    -6.0%	-4.0%	8.7%
O=C(COC(=O)C1CC2C=CC1C2)Nc1c(Br)cc([N+](=O)[O-])cc1Br (stereo not given)
    -1.1%	.	-8.2%
CC[C@@H](C)[C@H](NC(=O)Cc1c(C)c2c(cc(C)c3c(C)c(C)oc32)oc1=O)C(=O)O
    -29.0%	6.9%	-18.4%
CCOc1ccccc1CNC(=O)Cn1ccc2cc(S(=O)(=O)N3CCCC3)ccc21
    -16.0%	19.0%	-4.8%
COc1ccc(N2CCN(Cc3csc(C)c3-c3ccc(C)cc3)CC2)cc1
    2.7%	-8.0%	-3.4%
CCN(CC)C(=O)COc1coc(CN2CCN(c3cccc(Cl)c3)CC2)cc1=O
    -26.0%	3.0%	-7.8%
O=S(=O)(Nc1cccc2ccccc12)N1CCCC1
    -0.7%	22.9%	2.3%
Cc1cc(C(=O)NCc2cc(C(=O)O)oc2C)c(C)o1
    -0.8%	-1.9%	-4.8%
COc1ccc(N2CCN(C(=O)C3CCCN(C(=O)c4cc5sccc5n4C)C3)CC2)cc1 (stereo not given)
    -4.2%	.	10.1%
COc1ccc(CCNC(=O)CCSCc2ccccc2Cl)cc1OC
    5.9%	.	-5.9%
CCOc1ccc(-c2nonc2NC(=O)c2oc3cc(C)c(C)cc3c2C)cc1OCC
    -11.6%	.	-6.2%
O=C(Cc1ccccc1)NCC(=O)OCC(=O)c1ccccc1Cl
    -4.7%	-6.9%	6.2%
Cc1cc(NC(=O)CCS(=O)(=O)c2cc3c4c(c2)CCN4C(=O)CC3)ccc1Br
    1.5%	.	8.6%
Cc1cc(C(=O)NNC(=O)Cc2ccc(Cl)c(Cl)c2)c(C)o1
    2.5%	-4.2%	2.4%
O=S(=O)(Nc1ccc(Br)cn1)c1ccc2ccccc2c1
    -4.3%	4.1%	-0.6%
O=C(CSc1oc(-c2ccco2)nc1S(=O)(=O)c1ccccc1)c1ccc(Cl)cc1
    -17.5%	.	-13.1%
Cc1noc(N)c1C(=O)Nc1ccc(F)c(Cl)c1
    -5.0%	17.5%	-7.9%
CC(C)N(Cc1ccccc1)CC(O)COc1ccc(S(=O)(=O)N2CCOCC2)cc1Cl (stereo not given)
    -4.6%	-12.1%	-22.1%
CC(C)NC(=O)COc1ccccc1C#N
    -0.5%	3.0%	-5.0%
CC12CCC(=O)N1C(C(=O)N1CCN(S(=O)(=O)c3cccc(C(F)(F)F)c3)CC1)CS2 (stereo not given)
    -0.9%	-1.5%	-3.7%

Later entries.
smiles | KAT2A inh | N370S GC mod | FEN1 inh
Fc1c(F)c(F)c(N=Cc2ccc3ncccc3c2)c(F)c1F | -1.2% | 4.4% | 13.3%
N#CC1=C(S)N(c2ccc(F)cc2)C(c2cccs2)NC1=O (stereo not given) | 1.8% | 18.3% | 9.1%
O=C(NC1CCCC1)C(c1ccncc1)N(C(=O)Cn1nnc(-c2ccccc2F)n1)c1cccc(F)c1 (stereo not given) | 0.0% | -8.0% | -10.5%
CCC(C)Nc1nc(-c2ccc3c(c2)NC(=O)CO3)cs1 (stereo not given) | -3.3% | -5.8% | -2.4%
CC(=O)c1ccc(Nc2c3c(c(C#N)c4nc5ccccc5n24)CCC3)cc1 | 32.5%[activator] | 5.8% | .

Screening data as filed in PubChem.
